Bioassay records: PubChem BioAssay, National Center for Advancing Translational Sciences (NCATS)
Vif-A3G inh: Vif-A3G binding inhibition. Q9HC16. HeLa A3G-eYFP + Vif (tagged APOBEC3G with the HIV-1 protein that degrades it), YFP fluorescence, overnight. Potency, µM (titrated, usually from 46.1 µM), for the others: at the highest dose activity, negative = active, most hits filed as inhibitors. 0.076% of 410,000 active. AID 602310;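 note: potency is the fitted concentration of half-maximal effect; % is set by controls: 0 for no effect and ±100 for the full control effect; nearly all actives have a fitted effect of over 60% in size; hits raise eYFP signal because A3G escapes Vif-driven loss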
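HeLa cells stably expressing Vif and C-terminally eYFP-tagged A3G, seeded overnight at 37 deg C, then exposed to compound by pintool overnight at 37 deg C. Rise in yellow fluorescence (Ex 488/Em 500-530, Acumen) marks blocked Vif-driven A3G degradation.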
D2 ag: activates the human D2 dopamine receptor; AID 485358; HEK293 T-REx D2 cells, calcium flux agonist mode; 0.53% of 340,000 active; activation, % at 2 µM; P14416;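 active = activation over 3 SD above normal in the single-dose calcium agonist read, cut at about 30% in these data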; note: 0% is about no effect
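Tetracycline-induced HEK293 Trex cells with D2 receptor force-coupled to calcium signaling, plated overnight at 30 C and loaded with no-wash calcium dye. Calcium flux read kinetically for 180 s after compound addition; responses flag agonists.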
ERG Ets-DNA blk: inhibitors of human ERG Ets domain-DNA interaction; P11308; fluorescence polarization, His-ERG Ets domain / labelled DNA; Potency, µM (series often up to 76.9 µM), for inactives: top-dose FP activity, negative = inhibition, most hits filed as inhibitors; 0.028% of 370,000 active; AID 624246; active = well fitted inhibition curve with a large enough effect in the polarisation, with a control signal flat; inconclusive = small, poorly fitted or top-dose-only effect, or effect the other way, or a change in a side signal; inactive = no such curve, though single readings can be large or run the other way; the % refers to the polarisation;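 note: polarization taken with two DNA probes labelled with fluorescein and Texas red; potency is the fitted concentration of half-maximal effect; % of control where 0% means no effect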
Target sequence (P11308 whole entry, looked up, the tested form may be a part): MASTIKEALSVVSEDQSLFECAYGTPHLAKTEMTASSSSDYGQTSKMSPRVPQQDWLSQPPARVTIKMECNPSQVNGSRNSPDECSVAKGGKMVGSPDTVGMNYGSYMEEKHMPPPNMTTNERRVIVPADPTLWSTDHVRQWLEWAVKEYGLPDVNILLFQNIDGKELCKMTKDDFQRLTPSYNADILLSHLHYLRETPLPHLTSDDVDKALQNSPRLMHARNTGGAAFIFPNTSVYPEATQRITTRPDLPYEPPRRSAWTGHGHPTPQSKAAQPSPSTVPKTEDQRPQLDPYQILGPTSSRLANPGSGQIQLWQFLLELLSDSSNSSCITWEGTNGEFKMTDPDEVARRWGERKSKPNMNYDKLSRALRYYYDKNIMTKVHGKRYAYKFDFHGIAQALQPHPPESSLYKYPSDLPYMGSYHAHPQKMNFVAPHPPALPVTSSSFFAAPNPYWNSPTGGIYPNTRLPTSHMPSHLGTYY
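His-tagged ERG Ets domain (1 uM in the protein solution; 300mM KCl, 50mM Tris-HCl, 1mM EDTA, 1mM DTT, pH 7.5) received compound, then a probe mix of 5 nM fluorescein-DNA and 100nM Texas-615-DNA. Fluorescence polarization was read for both dyes.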
RGS4 inhibitor: human RGS4 inhibition | P49798 | Transcreener GDP fluorescence polarization, RGS4-accelerated GTP hydrolysis | Potency, µM (series often up to 114 µM), without a hit: at the highest dose activity change, negative = inhibition, usual class: inhibitors | 0.039% of 390,000 active | AID 504845; note: potency is the fitted concentration of half-maximal effect; % is set by controls: 0 for no effect and ±100 for the full control effect; nearly all actives have a fitted effect of over 75% in size; some results filed as inactive show a strong effect at the top dose
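MLSMR compounds (23 nl, pin-transferred) preincubated 10 min at room temperature with a 500nM (2x) first reagent, then RGS4 at 900nM (2x) plus Transcreener GDP mix added; fluorescence polarization (620/688 nm) read before and after 90 min at 30 °C.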
Vif-A3F inh: blocks the Vif interaction with APOBEC3F. HeLa A3F-eYFP + Vif (tagged APOBEC3F with the HIV-1 protein that degrades it), YFP fluorescence increase. Potency, µM (highest dose often 46.1 µM), inactives show top-dose activity, negative = active. 0.2% of 390,000 active; note: potency is the fitted concentration of half-maximal effect; % of control where 0% means no effect; nearly all actives have a fitted effect of over 65% in size
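HeLa cells stably expressing A3F-eYFP plus Vif, plated and incubated overnight at 37 deg C, then exposed to compounds overnight at 37 deg C. Blocked degradation read as raised yellow fluorescence (Ex 488/Em 500-530).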
D2 antagonist: antagonizes the human D2 dopamine receptor. AID 485344. HEK293 TREx D2 cells, calcium flux, dopamine EC80. P14416. 2% of 340,000 active. inhibition, % at 10 µM; in the data active = inhibition above about 30%; note: 0% is about no effect
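Read-out: kinetic calcium fluorescence (1 cycle/s) in inducible HEK293 T-REx D2 cells after an EC80 dopamine addition that followed 180 s compound preincubation. Loss of the dopamine response indicates antagonism.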
GRP78 ERSR act: induces the endoplasmic reticulum stress response in human glioma cells; AID 602332; Potency, µM, for the others: top-dose activation, actives largely listed as activators; U87-MG GRP78 promoter luciferase reporter, 16 h; 0.02% of 420,000 active; note: potency is the fitted concentration of half-maximal effect; series mostly up to about 76 µM; % of control where 0% means no effect; nearly all actives have a fitted effect of over 35% in size
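Stably transfected U87-MG human glioma cells carrying a GRP78-based luminescent sensor were seeded at 1000 cells/well, pin-dosed with compounds and incubated 16 h. Luciferase reagent was then added, and end-point luminescence was read after 10 min at room temperature.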
12-LOX inh: inhibitors of human 12S-lipoxygenase ALOX12. purified 12hLO, xylenol orange hydroperoxide absorbance. P18054. 1.1% of 580,000 active. Potency, µM (highest dose often 108 µM), inactives show at the highest dose activity change, negative = inhibition, hits mostly inhibitors; note: potency is the fitted concentration of half-maximal effect; % is set by controls: 0 for no effect and ±100 for the full control effect
Target sequence (P18054 whole entry, looked up): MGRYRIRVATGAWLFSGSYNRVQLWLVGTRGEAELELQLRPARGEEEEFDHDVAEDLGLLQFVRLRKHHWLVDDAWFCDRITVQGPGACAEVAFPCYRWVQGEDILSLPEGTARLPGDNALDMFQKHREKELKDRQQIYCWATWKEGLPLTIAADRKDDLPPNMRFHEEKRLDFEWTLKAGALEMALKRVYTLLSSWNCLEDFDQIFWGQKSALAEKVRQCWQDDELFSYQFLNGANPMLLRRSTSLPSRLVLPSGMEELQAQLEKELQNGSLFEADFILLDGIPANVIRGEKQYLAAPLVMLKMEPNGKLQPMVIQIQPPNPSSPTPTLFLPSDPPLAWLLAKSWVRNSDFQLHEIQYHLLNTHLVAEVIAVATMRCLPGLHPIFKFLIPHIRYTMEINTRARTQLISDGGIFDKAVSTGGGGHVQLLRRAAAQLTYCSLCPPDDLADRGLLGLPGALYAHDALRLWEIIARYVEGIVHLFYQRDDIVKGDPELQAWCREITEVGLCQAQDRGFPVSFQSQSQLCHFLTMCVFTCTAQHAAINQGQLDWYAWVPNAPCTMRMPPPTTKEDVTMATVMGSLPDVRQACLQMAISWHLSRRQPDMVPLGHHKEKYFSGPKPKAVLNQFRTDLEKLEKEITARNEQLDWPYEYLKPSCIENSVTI
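Hydroperoxide product was detected by ferrous iron/xylenol orange as the 573 to 405 nm absorbance ratio. Arachidonic acid at 40 uM (final) was turned over for 30 min at room temperature by 150 nM human 12hLO, pH 7.0 Hepes buffer, after 15 min compound preincubation.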
LDHA block: inhibitors of human lactate dehydrogenase A; P00338; purified LDHA, NADH/diaphorase-resazurin fluorescence; stronger effect = lower value; activity change, % (values are at about 110 or 230 µM); 0.15% of 480,000 active; AID 1347041; in the data active = activity change below about -30%; inconclusive = mostly about -25% to -30%;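 note: plate controls were DMSO wells for no effect and wells without enzyme for full effect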
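Enzyme activity of human lactate dehydrogenase 5 (2 nM; 0.06 mM NADH, 0.2 mM pyruvate, 5 min, RT) is measured via a resazurin/diaphorase fluorescence readout of residual NADH.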
The depositor's hits bear a star; ? = inconclusive; . = not tested or not shown; & = joins results of further samples; [ ] = another dose, or the depositor's remark. Unless noted, calls come from the whole dose curve; as a rule, active = well fitted curve in the direction sought with a large enough effect; inconclusive = small, poorly fitted or top-dose-only effect, or another doubt; inactive = no such curve, though single readings can be large; an effect the other way counts as inactive or inconclusive. Only part of the results is shown; count on the stated rates, not on these rows.

SMILES	Vif-A3G inh	D2 ag	ERG Ets-DNA blk	RGS4 inhibitor	Vif-A3F inh	D2 antagonist	GRP78 ERSR act	12-LOX inh	LDHA block
Cn1nnc2sc3c(c2c1=O)CCCC3	0%	0.1	-17%	?	-4%	-39	-3%	-13%	-2
O=C(Nc1ccc(N2CCCC2)cc1)c1cccc(Cl)c1	-14%	0.3	-3%	-11%[56.9 µM]	-1%	-16	-4%	?	-4
Nn1c(SCC(=O)NCc2ccccc2)nncc1=O	-1%	-0.2	.	-8%	0%	-9	1%	-19%	-6
N#Cc1c(SCC(=O)Nc2nc3ccc(Br)cc3s2)sc2c(O)cc(=O)[nH]c12	2%	0.9	0%	-42%	-1%	0	3%	16µM*	0
O=C1C(NS(=O)(=O)c2ccc(Br)cc2)=C(N2CCCCC2)C(=O)c2ccccc21	3%	0.2	2%	10%	-2%	6	-4%	?	3
CCOC(=O)CC1=C(C(=O)OCC)C(c2ccc(OC)c(OC)c2)C(C#N)=C(N)O1 (centres undefined)	0%	2.2	7%	-24%	1%	8	-4%	?	6
CCN(CC)c1ccc(Nc2nc(-c3cccnc3)cs2)cc1	0%	-0.4	-17%	12%	10%	2	11%	-14%	-4
O=C(Nc1ccccc1N1CCN(C(=O)c2ccccc2)CC1)c1cccc(Cl)c1	-4%	-0.1	8%	-1%	-20%	12	-4%	-1%	1
CC(=O)c1cc(C(=O)Nc2ccc(C(=O)O)cc2)oc1C	-7%	-0.2	7%	23%	-1%	-17	0%	21%	-4
CCOC(=O)C(NCc1ccco1)(NC(=O)c1ccccc1)C(F)(F)F (centres undefined)	-3%	-0.7	6%	6%	-4%	-5	-4%	63%[activator]	2
N#Cc1ccccc1OCC(=O)OCC(=O)NC1CC1	1%	-0.1	-12%	-23%	-3%	-1	-1%	2%	-4
COc1cc(C(=O)NNC(=O)c2cccn2C)cc(OC)c1OC	0%	.	4%	-11%	9%	.	-1%	-29%	-1
CCC(CC)NC(=O)c1cc2c(C)nn(Cc3ccccc3Cl)c2s1	7%	-1.3	3%	-5%	14%	3	0%	132%[activator]	-2
CC(=O)NS(=O)(=O)c1ccc(NC(=O)c2ccc3c(c2)OCO3)cc1	-5%	1.2	1%	27%	6%	-5	-1%	3%	-9
CC1(C)CC(=O)C(Br)=C(O)C1	-2%	5.4	-6%	-36%	-17%	6	1%	-19%	0
CCN(CC(=O)Nc1ccc(NC(C)=O)cc1)C(=O)c1cccc(N2C(=O)c3ccccc3C2=O)c1	2%	.	4%	13%	-10%	.	-2%	-2%	-17
O=C(COC(=O)CCCN1C(=O)c2cccc3cccc(c23)C1=O)NC1CCS(=O)(=O)C1 (centres undefined)	-1%	-1.1	9%	15%	4%	1	-2%	?	-6
CS(=O)(=O)N1CCc2cc(C(=O)Nc3ccccc3Cl)ccc21	1%	0.1	-5%	-4%	-13%	-20	3%	6%	-3
COc1ccc(CCNS(=O)(=O)c2ccc(F)c(C(=O)Nc3ccc(Cl)cc3)c2)cc1OC	0%	0.1	3%	-1%	2%	.	-3%	-18%	0
CCOC(=O)c1ccc(NC(=S)N(CCCN2CCN(C)CC2)Cc2cccs2)cc1	0%	2.4	4%	8%	11%	-17	9%	0%	-7
Cc1c(C(=O)NCc2ccccn2)oc2c(Cl)cccc12	-4%	-0.2	.	15%	2%	-3	6%	18%	-5
O=C(O)c1sccc1Oc1ccc(F)cc1[N+](=O)[O-]	1%	-0.3	3%	4%	2%	-9	-7%	-38%	2
Cc1ccc(CSc2oc(-c3ccco3)nc2S(=O)(=O)c2ccc(C)cc2)cc1	-1%	2.2	10%	0%	0%	.	-2%	-19%	0
Cc1ccc(/C(N)=N/OC(=O)Cc2ccccc2)cc1	0%	0.3	1%	-12%	-3%	-1	2%	23%	-7
Cc1nn(CC(=O)Nc2cccc(O)c2)c(=O)c2ccccc12	-2%	.	.	.	0%	.	-9%	8%&-14%	-14&8
COc1ccc2oc(C(=O)OCC(=O)/C(C#N)=C(\C)N)c(C)c2c1	-6%	1.0	-11%	22%[56.9 µM]	-15%	-2	-1%	7%	-10
CCOC(=O)c1c(NC(=O)/C=C/C(=O)O)sc(C)c1-c1ccc(C(C)(C)C)cc1	-17%	-1.4	3%	?	4%	2	-14%	?	-3
CCOC(=O)C1=C(COC(=O)CCc2ccc(F)cc2)NC(=O)NC1C (centres undefined)	0%	0.0	1%	-12%	-14%	8	-1%	?	1
O=S(=O)(Cc1ccccc1Cl)NCCOc1ccccc1	2%	.	-9%	13%	0%	.	-1%	-2%	2
COc1cccc(C2c3[nH]c4ccccc4c3C[C@H]3C(=O)N(C4CCN(Cc5ccccc5)CC4)CC(=O)N23)c1 (some centres undefined)	8%	0.5	-1%	14%	-21%	-5	-1%	?	-2
CSC1=C(C#N)C(c2ccc(Cl)cc2)C2=C(CC(C)(C)CC2=O)N1 (centres undefined)	1%	-0.3	-3%	-8%	-9%	3	-7%	0%	1
COc1c(C)cccc1C(=O)Nc1cccc2ccc(C)nc12	-4%	.	11%	7%	-10%	.	-3%	-4%	2
O=C(NC1CCC(O)CC1)c1cc(-c2ccco2)nc2ccccc12 (centres undefined)	-1%	0.4	1%	-52%	1%	2	-4%	?	1
CCOc1ccccc1OC(=O)c1cc2ccccc2oc1=O	-2%	0.9	-12%	-93%[56.9 µM]	-4%	-2	4%	-10%	-1
COc1ccc(CNc2nc(NCc3ccc(OC)c(OC)c3)n(C(=O)c3cccs3)n2)cc1OC	-4%	0.8	17%	-4%	-11%	12	5%	-15%	2
O=C(/C=C/c1ccccc1[N+](=O)[O-])Nc1cccc(S(=O)(=O)NC2=NCCCCC2)c1	1%	.	8%	-17%	5%	.	-1%	-6%	-6
CN1CCN(S(=O)(=O)c2ccc(NC(=O)COc3ccccc3Cl)cc2)CC1	-7%	.	-7%	-28%	10%	.	-3%	-6%	-1
COc1ccccc1NS(=O)(=O)c1cc(NC(=O)c2cnccn2)ccc1N1CCOCC1	-1%	4.6	1%	-9%[56.9 µM]	-11%	7	-3%	11%	1
COC(=O)CSC1=C(C#N)C(c2ccsc2)CC(=O)N1 (centres undefined)	-23%	-0.2	-10%	-1%	-3%	22	-8%	0%	-1
CCC(=O)NNC(=O)c1cc(COc2cc(Cl)cc(Cl)c2)on1	2%	0.3	6%	20%	-16%	-7	-2%	160%[activator]	-8

Ordered by number of heavy atoms (low to high): part of the list above
SMILES	Vif-A3G inh	D2 ag	ERG Ets-DNA blk	RGS4 inhibitor	Vif-A3F inh	D2 antagonist	GRP78 ERSR act	12-LOX inh	LDHA block
CCC(=O)NNC(=O)c1cc(COc2cc(Cl)cc(Cl)c2)on1	2%	0.3	6%	20%	-16%	-7	-2%	160%[activator]	-8
O=C(NC1CCC(O)CC1)c1cc(-c2ccco2)nc2ccccc12 (centres undefined)	-1%	0.4	1%	-52%	1%	2	-4%	?	1
CN1CCN(S(=O)(=O)c2ccc(NC(=O)COc3ccccc3Cl)cc2)CC1	-7%	.	-7%	-28%	10%	.	-3%	-6%	-1

Additional records:
SMILES	Vif-A3G inh	D2 ag	ERG Ets-DNA blk	RGS4 inhibitor	Vif-A3F inh	D2 antagonist	GRP78 ERSR act	12-LOX inh	LDHA block
CCN1CCN(c2oc(-c3ccc(OC)cc3)nc2C#N)CC1	2%	.	-12%	-10%	1%	.	1%	-16%	-8
Cc1ccc(C(=O)NC(=S)N2CCCC2)cc1	-3%	-0.2	6%	-42%	-1%	11	1%	0%	0
Cc1ccc(N(C)S(=O)(=O)c2ccc3c(c2)NC(=O)C(C)S3)cc1 (centres undefined)	-1%	0.6	2%	12%[56.9 µM]	-17%	-10	-2%	-7%	-4
Cc1cc(C(=O)NCCC2=CCCCC2)ccc1[N+](=O)[O-]	2%	-1.3	6%	25%	-4%	-27	6%	?	-6
c1ccc2c(c1)nc(N1CCCCC1)c1ccccc12	0%	0.4	0%	-16%	-3%	-9	-4%	?	-4
Nn1c(SCC(=O)Nc2cccc(S(N)(=O)=O)c2)nnc1C1CC1	-1%	-4.5	-1%	-3%	0%	-6	-3%	0%	0
O=C(CN1CCN(S(=O)(=O)c2ccc3c(c2)OCCCO3)CC1)N1CCc2ccccc21	-6%	.	.	.	-1%	.	-2%	4%	-9
O=C(Cn1nnnc1-c1ccccc1F)Nc1ccc(F)c(F)c1	3%	-0.7	0%	6%	2%	.	-3%	-25%	-9
COCCN(C(=O)C(=O)NC1CCCC1)C(C(=O)NC1CCCC1)c1ccccc1F (centres undefined)	8%	0.4	-13%	-19%[56.9 µM]	-2%	6	1%	-7%	-1
Cc1cccc(N2CCN(C(=O)C(Cc3ccccc3)NC(N)=O)CC2)c1C (centres undefined)	-5%	-0.9	10%	24%	15%	-23	-2%	?	-2
Cc1cccc(N=C2NC(=O)/C(=C/C=C/c3ccco3)S2)c1C	?	0.1	1%	?	-14%	0	0%	10µM*	11
CSCC[C@H](NC(=O)c1cccc([N+](=O)[O-])c1C)c1nc2ccccc2[nH]1	-1%	-2.0	1%	13%	-12%	14	-3%	1%	-3
Cc1ccc(NC(=O)COc2ccccc2)cc1S(=O)(=O)N1CCCCCC1	-5%	-0.4	29%	9%	9%	-4	-5%	10%	-4
CCOC(=O)c1ccc(NC(=O)Nc2cc3c(cc2N2CCCC2)n(C)c(=O)n3C)cc1	-12%	.	-4%	-34%	-13%	.	-10%	-18%	8
COC(=O)c1noc(-c2ccc(C)cc2)n1	-1%	-1.6	1%	-30%	-2%	11	-1%	12%	-7
